Hsp90 inh = displaces geldanamycin probe from tumor Hsp90. P07900. NCI-N417 lysate Hsp90, Cy3B-geldanamycin FP displacement. inhibition, % at 30 µM. 64,000 compounds, 0.35% hits. AID 429;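 active = inhibition above 50%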;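 also: 0% = tracer plus lysate wells and 100% = tracer alone without lysate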
Ec RNAP inh = inhibitors of Escherichia coli RNA polymerase. AID 559. P0A8V2. 62,000 compounds, 0.2% hits. inhibition, %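 (tested at 10 µM)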. E. coli RNA polymerase, fluorescence transcription assay; in the data active = inhibition above about 20%;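 also: 0% = enzyme without compound and 100% = no enzyme blank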
CatB block = human cathepsin B inhibition; P07858; purified cathepsin B, fluorogenic substrate, fluorescence; inhibition, %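 (tested at 10 µM)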; 63,000 compounds, 0.1% hits; in the data active = inhibition above about 21%;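 also: 0% = enzyme with no compound and 100% = no enzyme blank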
Ecoli tolC = E. coli tolC mutant growth inhibition; E. coli BW25113 tolC mutant growth, OD615; growth inhibition, % at 10 µM (by protocol); 65,000 compounds, 2.2% hits; AID 573;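 active = growth inhibition at or above a cutoff equal to the mean over every tested compound plus 3 SD, cut at about 60% in these data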;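 also: growth measured after 20 h incubation at 37 °C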
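Test system: tolC-deleted E. coli BW25113; medium: LB with kanamycin 50 µg/mL; compound: single-point testing at 10 µM; incubation: 20 h compound exposure of bacteria at 37 °C; signal: OD at 615 nm; evaluation: growth inhibition in percent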
CatB mix inh = human cathepsin B inhibition by mixtures; inhibition, %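 (ten-compound pools at 5 µM per compound and 50 µM total)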; Purified cathepsin B, AMC dipeptide fluorescence, compound mixtures; 62,000 compounds, 0.06% hits; AID 488; P07858; in the data active = inhibition above about 22%, passing the limit was not always enough;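 also: 0% = enzyme without compound and 100% = no enzyme blank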
DUSP1 inh = blocks human MKP-1 phosphatase activity; recombinant MKP-1, OMFP hydrolysis fluorescence; P28562; AID 374; 65,000 compounds, 0.15% hits; inhibition, %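 (compounds tested at a single concentration somewhere between 10 and 100 µM)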;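 active = inhibition above about 50%, limit read from the data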;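 also: 0% = DMSO max control wells and 100% = wells with enzyme stopped by NaOH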
Target sequence (P28562 whole entry, looked up): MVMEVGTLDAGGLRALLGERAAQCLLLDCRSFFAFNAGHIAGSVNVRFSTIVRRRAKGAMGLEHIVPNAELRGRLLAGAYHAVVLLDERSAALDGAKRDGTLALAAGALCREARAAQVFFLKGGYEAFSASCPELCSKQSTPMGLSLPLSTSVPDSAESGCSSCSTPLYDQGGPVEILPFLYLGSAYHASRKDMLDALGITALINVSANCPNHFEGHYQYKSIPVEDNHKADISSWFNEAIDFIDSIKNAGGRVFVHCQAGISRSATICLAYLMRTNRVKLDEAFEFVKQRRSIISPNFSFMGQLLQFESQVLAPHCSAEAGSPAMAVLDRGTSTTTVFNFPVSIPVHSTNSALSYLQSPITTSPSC
Cdc25B inh = inhibitors of human Cdc25B phosphatase | recombinant Cdc25B, OMFP fluorescence Ex485/Em525 | inhibition, %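 (compounds tested at 10 µM final in the well)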 | 65,000 compounds, 0.1% hits | AID 368; in the data active = inhibition above about 50%
Target sequence (P30305 whole entry, looked up): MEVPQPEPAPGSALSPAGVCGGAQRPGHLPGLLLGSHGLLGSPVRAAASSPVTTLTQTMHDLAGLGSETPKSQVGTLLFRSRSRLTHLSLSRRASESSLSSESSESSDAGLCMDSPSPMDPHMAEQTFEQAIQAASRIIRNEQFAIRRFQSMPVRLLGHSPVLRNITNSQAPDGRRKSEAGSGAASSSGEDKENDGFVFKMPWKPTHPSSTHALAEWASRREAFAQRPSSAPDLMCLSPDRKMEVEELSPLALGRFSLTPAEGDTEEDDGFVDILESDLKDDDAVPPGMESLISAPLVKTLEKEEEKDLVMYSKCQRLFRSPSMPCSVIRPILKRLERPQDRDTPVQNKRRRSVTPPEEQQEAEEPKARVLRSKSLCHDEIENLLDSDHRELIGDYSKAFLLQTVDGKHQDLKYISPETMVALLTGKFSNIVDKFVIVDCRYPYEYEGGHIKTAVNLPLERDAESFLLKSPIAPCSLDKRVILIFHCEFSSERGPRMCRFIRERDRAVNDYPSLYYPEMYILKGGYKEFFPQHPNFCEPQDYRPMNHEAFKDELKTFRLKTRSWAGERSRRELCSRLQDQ
AP ELISA ortho = alternative pathway complement inhibition, orthogonal assay; AID 1235; inhibition, % at 5 µM; 62,000 compounds, 0.08% hits; Human serum alternative complement pathway, LPS-coated ELISA, C3 deposition; tested in compound mixtures;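 active = inhibition above 30% in each of the two pooled mixtures holding the compound, so the lower value exceeds 30%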;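 also: 0% = serum in Mg-EGTA without compound and 100% = EDTA serum blank; some compounds past the cut are filed as inactive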
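Test system: human serum alternative complement pathway, C3 deposition on LPS-coated wells; also added: Plate-bound LPS; doses: 5 µM per compound in ten-compound mixtures; schedule: 1 h at 37 °C; detection: Anti-C3 ELISA, OD 450 nm; evaluation: percent inhibition of C3 deposition onto LPS; repeats: two pool placements per compound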
D1 mod = D1 dopamine receptor (human) allosteric modulation. HEK293 D1, CRE-luciferase, dopamine EC30 potentiation; actives deviate in either direction. B-score at 10 µM. 58,000 compounds, 5.9% hits. AID 641;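 active = luminescence count or its row- and column-corrected plate score outside the 99.7% band of the plate's sample wells, on either side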
An asterisk follows results filed as active; nt = no result given.

SMILES	Hsp90 inh	Ec RNAP inh	CatB block	Ecoli tolC	CatB mix inh	DUSP1 inh	Cdc25B inh	AP ELISA ortho	D1 mod
CCOCC(=O)Nc1nnc(COc2ccc(Cl)cc2)s1	-10	7	-5	7	-3	7	0	13	-0.47
CCOc1ccc(-c2nc(C#N)c(N3CCCCCC3)o2)cc1	0	1	0	68*	-2	-5	-14	6	0.33
COc1ccc(-c2cnnn2-c2ccc(NC(=O)c3ccco3)cc2)cc1OC	-3	9	7	15	1	-1	-18	-9	nt
CC1CCCN(c2nc3c(c(=O)[nH]c(=O)n3C)n2CCSc2ncccn2)C1 (stereo not drawn)	-2	5	4	1	4	11	5	18	nt
Cc1sc(NC(=O)c2ccco2)c(CN2CCN(c3ccccn3)CC2)c1C	-2	2	0	63*	2	-8	5	16	1.5
COc1ccc(C2C=C(c3ccc(C)c(C)c3)Nc3ncnn32)c(OC)c1OC (stereo not drawn)	-4	-4	0	6	2	21	-13	23	-0.23
COc1cc(C(=O)Nc2cc(Cl)ccc2C)c(-n2cnnn2)cc1OC	-1	3	1	-17	6	-3	-7	9	0.37
CCCN(CCC)C(=O)Cn1ccc(=N)c2ccccc21	0	0	-5	-9	4	-2	6	14	-0.46
Cc1c(C(=O)NCc2ccc3c(c2)OCO3)oc2ccccc12	-1	-7	2	36	-1	7	0	7	nt
Cn1c(=O)[nH]c(=O)c2c1nc(Br)n2CCSc1nc2ccccc2o1	5	2	1	0	-4	-13	5	-8	-1.2
CCn1c(SCC(=O)NCc2ccc3c(c2)OCO3)nnc1-c1cccs1	-7	-6	4	-2	2	-2	-13	10	0.0053
O=c1c2[nH]c3ccccc3c2ncn1Cc1cccnc1	-2	12	6	-20	2	-10	1	-3	1.1
Cc1ccc(NC(=O)COc2ccc3oc4c(c3c2)CCCC4)nc1	-1	nt	nt	13	nt	9	-2	nt	0.88
CCSC1=C(C#N)C(c2ccc(OC)c(OC)c2)CC(=O)N1 (stereo not drawn)	-2	-7	-1	-7	-1	-3	8	-14	2.3
Cc1cccc(C)c1NC(=O)Cn1c(=O)n(CCCC(=O)NCc2ccco2)c(=O)c2sccc21	0	5	7	-16	2	23	-14	14	-0.41
Cn1c(Cc2ccccc2)nnc1SCC(=O)NC1CCCCC1	-2	9	5	0	7	-6	-4	6	0.015
COC(=O)c1ccc(C2C(C(=O)c3cc4ccccc4o3)=C(O)C(=O)N2CCCN(C)C)cc1 (stereo not drawn)	-8	9	3	6	nt	-35	25	nt	-0.15
Cc1ccc2[nH]c(=O)c(-c3noc(-c4ccncc4)n3)cc2c1	-1	13	-3	-11	6	-2	-8	16	-0.16
N#Cc1nc(-c2ccc(OCc3ccc(Cl)cc3)cc2)oc1N1CCC(C(N)=O)CC1	-2	9	3	2	3	-9	-5	5	-0.62
COc1cccc(OC)c1C(=O)Nc1ccccc1N1CCCC1	-6	5	2	-3	2	0	-10	20	0.46
O=C1c2ccccc2S(=O)(=O)N1CC(O)Cn1ccc2ccccc21 (stereo not drawn)	-14	7	3	6	8	3	0	21	-0.14
CCOC(=O)C(C)On1c(SC(C)C(=O)OCC)nc2ccccc2c1=O (stereo not drawn)	-2	3	8	7	3	-10	2	-3	1.1
CCN1C(=O)c2c(C)nc3ccccc3c2C1=O	-11	-7	-1	0	-3	0	-8	29	16*
Cc1sc2nc(CN3CCOCC3)nc(N3CCC(C(N)=O)CC3)c2c1C	-2	3	-5	-7	3	4	-3	0	0.075
COc1ccc2c(c1OC)C(=O)NC(C)=C(C(=O)OC(C)(C)C)C2O (stereo not drawn)	-3	14	2	4	5	-2	5	2	-0.63

Ordered by heavy-atom count (smallest number first): 3 of the compounds above
SMILES	Hsp90 inh	Ec RNAP inh	CatB block	Ecoli tolC	CatB mix inh	DUSP1 inh	Cdc25B inh	AP ELISA ortho	D1 mod
CCN1C(=O)c2c(C)nc3ccccc3c2C1=O	-11	-7	-1	0	-3	0	-8	29	16*
Cc1ccc2[nH]c(=O)c(-c3noc(-c4ccncc4)n3)cc2c1	-1	13	-3	-11	6	-2	-8	16	-0.16
COC(=O)c1ccc(C2C(C(=O)c3cc4ccccc4o3)=C(O)C(=O)N2CCCN(C)C)cc1 (stereo not drawn)	-8	9	3	6	nt	-35	25	nt	-0.15

Fetched one by one from the entries so far, two records:
SMILES	Hsp90 inh	Ec RNAP inh	CatB block	Ecoli tolC	CatB mix inh	DUSP1 inh	Cdc25B inh	AP ELISA ortho	D1 mod
COc1cccc(OC)c1C(=O)Nc1ccccc1N1CCCC1	-6	5	2	-3	2	0	-10	20	0.46
CCOCC(=O)Nc1nnc(COc2ccc(Cl)cc2)s1	-10	7	-5	7	-3	7	0	13	-0.47

The results go on.
SMILES	Hsp90 inh	Ec RNAP inh	CatB block	Ecoli tolC	CatB mix inh	DUSP1 inh	Cdc25B inh	AP ELISA ortho	D1 mod
COc1ccccc1NC(=O)C1C2C=CC3(CN(Cc4cccnc4)C(=O)C13)O2 (stereo not drawn)	2	-2	-4	-11	4	7	-7	23	nt
COc1cc(NC(=O)CN2C(=O)c3ccccc3S2(=O)=O)c(OC)cc1Cl	1	3	-3	12	2	-11	-1	11	-0.17
Cc1occc1-c1nnc(SCC(=O)N2CC(=O)Nc3ccccc32)n1CC(C)C	-3	3	-3	-14	-2	-19	9	20	-0.16
COc1ccccc1N1CCN(Cc2ccc(OC)c(OC)c2OC)CC1	2	-4	0	-5	-4	-4	-11	-4	0.045
COc1ccc(C(=O)NCC(=O)Nc2ccccc2)cc1OC	-3	2	1	-6	3	-4	-7	16	0.71
O=C(NC1CCCCC1)c1nn2c(C(F)(F)F)cc(-c3ccco3)nc2c1Br	-2	2	2	-22	4	19	-2	16	0.83
CCn1c(=O)c2c(nc3n2CCCN3CCc2ccccc2)n(C)c1=O	0	2	-1	-4	-5	-14	-2	-1	0.016
CCOC(=O)Nc1nc(C)c(C(=O)N(C)C)s1	-2	4	-1	-5	2	-7	-14	-2	-0.57
COc1ccc(Br)cc1C1CC(=O)N2CN(C)CSC2=C1C#N (stereo not drawn)	-1	6	8	-12	2	9	-4	-9	-0.24
Cc1nc2ccccc2c(=O)n1NCc1cccs1	-2	14	1	-8	3	9	-21	6	nt
Cc1nc2sc(C(c3ccccc3)N3CCN(CCO)CC3)c(O)n2n1 (stereo not drawn)	-3	-12	-3	-16	-2	11	-10	10	-0.56
CCc1nc2oc(C(=O)c3ccccc3)c(N)c2c2c1COC(C)(C)C2	-2	8	5	-20	6	7	-18	7	0.12
CC(=O)C1=C(O)C(=O)N(c2cccc(C(=O)O)c2)C1c1ccc(F)cc1 (stereo not drawn)	-2	9	-5	6	nt	-28	18	nt	-0.18
Cc1cc(C(=O)COC(=O)CN(C)S(=O)(=O)c2ccc(Cl)cc2)c(C)n1Cc1cccs1	0	8	4	0	-2	-8	-4	-5	nt
COc1ccc(Cl)cc1NC(=O)N1CCN(C2CCCCC2)CC1	0	4	-2	-5	-1	19	-7	-2	-2
O=C(c1ccc(N2CCCC2=O)cc1)N1CCOCC1	2	2	5	-12	3	0	2	21	-0.44
O=c1ccn(Cc2ccccc2Cl)cc1	-12	7	-6	1	5	0	-8	4	-0.33
COc1ccc(OC)c(C(c2nnnn2CC2CCCO2)N2CCN(C)CC2)c1 (stereo not drawn)	-4	-2	5	-16	1	0	12	7	-0.31
O=C(CSc1nnc(-c2cccs2)n1-c1ccccc1)N1CCc2ccccc21	-6	10	9	5	2	4	-7	-2	-0.17
CCn1c(N2CCN(C(=O)C34CC5CC(CC(C5)C3)C4)CC2)nc2ccccc21	-1	12	3	65*	1	-10	-26	18	0.051
CCN(CCCn1c(=S)[nH]c2ncccc2c1=O)c1ccccc1	0	3	1	12	2	-17	-5	1	nt
Cc1csc2ncc(C(=O)Nc3ccccc3Cl)c(=O)n12	-2	7	1	5	-7	0	-5	5	1.6
CN1C(=O)c2cccc(NC(=O)Cc3ccccc3)c2C1=O	-3	5	-2	-1	6	-2	0	35	4.3
O=c1cc(N2CCC3(CC2)OCCO3)[nH]c(=O)n1C1CCCCC1	1	7	6	0	-2	-7	11	4	-0.12
Cc1ccc2c(c1)N(CCCC(=O)NCCCN1CCCC1=O)C(=O)CO2	1	6	2	-2	3	2	-37	-1	-0.59
SMILES	Hsp90 inh	Ec RNAP inh	CatB block	Ecoli tolC	CatB mix inh	DUSP1 inh	Cdc25B inh	AP ELISA ortho	D1 mod
Cc1ccc2c(c1)NC(=O)C(CC(=O)NC1CCCCC1C)O2 (stereo not drawn)	-2	6	5	1	1	-6	-7	8	0.6
Cc1ccc(N2CN=c3s/c(=C\c4cccnc4)c(=O)n3C2)cc1	-4	-1	1	-8	nt	-5	13	nt	nt
COCCn1c(SCc2nc3sc(C(=O)OC)c(C)c3c(=O)[nH]2)nc2ccccc21	-10	0	3	1	-1	38	2	11	0.26
CCCOc1ccc(C2C(C(=O)c3ccco3)=C(O)C(=O)N2CCN2CCOCC2)cc1OC (stereo not drawn)	-13	8	4	-15	1	-4	6	-7	-0.083
Cn1c(Cl)nc2ccccc21	-1	10	-1	-5	-11	-8	1	5	-0.3
COc1cccc2c3c(c(C)nc12)CC(C)O3 (stereo not drawn)	2	10	-4	-4	1	4	-9	19	-3.4*
COc1ccc(-c2noc(N(C)CC(=O)Nc3cccc(C(F)(F)F)c3)n2)cc1	-2	8	5	16	2	-5	-27	-14	nt
O=C(c1cccc(Cl)c1)N1CCN(C2CCCCCC2)CC1	-1	-2	-3	-9	2	1	-5	8	1
CCn1nnnc1SCC(=O)Nc1cc(OC)cc(OC)c1	-8	12	-1	-19	-2	8	7	3	0.06
c1cc(-c2noc(-c3ccc4c(c3)OCO4)n2)ccn1	-2	6	-4	-2	6	3	-7	4	-1.6
O=C(NCCCCCNC(=O)c1ccco1)c1ccco1	-6	7	-3	3	-2	6	-10	3	0.36
Cc1cccc(N(CC(=O)NCc2ccc3c(c2)OCO3)C(=O)CCC(=O)Nc2ccccn2)c1C	1	-7	8	3	0	13	0	-17	-0.075
COc1ccc(OC)c(CNC(=O)COc2cc(=O)n(C)c3ccccc23)c1	-4	-2	-4	5	-3	0	-19	15	2.6
CCc1ccc2[nH]c(=O)c(CN(Cc3ccco3)S(=O)(=O)c3ccc4c(c3)OCCO4)cc2c1	1	4	-1	-18	3	-28	-12	10	0.03
O=C(NCCc1ccc(Cl)cc1)C1CCN(S(=O)(=O)c2cccc3nonc23)CC1	-3	7	-3	9	-2	17	-1	7	-0.096
Cc1cccc(N(C(=O)CNC(=O)c2ccco2)C(C(=O)NC2CCCC2)c2cccnc2)c1 (stereo not drawn)	3	7	1	-3	5	1	-10	-5	nt
CC(C)(C)n1ncc2c(=O)n(CC(=O)N3CCCc4ccccc43)cnc21	-5	11	1	34	4	27	-11	14	nt
Cc1ccc(C(C(=O)NC2CCCC2)N(Cc2cccnc2)C(=O)c2snc(C(N)=O)c2N)o1 (stereo not drawn)	3	6	-3	1	2	-12	9	-8	0.0015
COC(=O)CSc1nnc(-c2ccc(S(=O)(=O)N3CCC(C)CC3)cc2)o1	0	5	-1	2	2	16	-4	18	0.25
Cn1cccc1-c1nc2ccc(NC(=O)c3cccs3)cc2[nH]1	-3	-6	-2	18	-4	-6	4	17	-0.78
CC1CCCN(c2nc3c(c(=O)n(C)c(=O)n3C)n2CCSc2nc3ccccc3s2)C1 (stereo not drawn)	0	8	0	nt	-2	23	-15	6	-1.1
CC(=O)NCC(=O)N(c1c(C)n(C)n(-c2ccccc2)c1=O)C1(C(=O)NC2CCCC2)CCCCC1	nt	2	5	-12	1	13	-6	6	-0.018
N=c1n(CCO)c2ccccc2n1Cc1ccccc1Cl	-4	0	4	-6	-2	0	-1	13	-0.81
Cc1cc(NC(=O)C2CC2)ncc1NC(=O)C12CC3CC(CC(C3)C1)C2	nt	3	-2	8	-5	9	-18	0	-0.15
CCOC(=O)CNC(=O)CSc1nc2cccnc2n1Cc1ccccc1	0	9	-2	-3	-3	1	-8	4	1.1

From PubChem BioAssay
